FLuc stim CS: FLuc activators, initial screening, artefact control for FLuc-dependent activation tests, biochemical, ATPlite luminescence | ATPlite luciferase biochemical, 10 min; 0 = ATP-free wells, 1 = DMSO control | activation factor at 10 µM | 200,000 tested, under 10 active;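 active means luciferase activation factor, scaled between plate controls, of at least 2 with compound at 10 µM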
Target sequence (P08659 whole entry, looked up): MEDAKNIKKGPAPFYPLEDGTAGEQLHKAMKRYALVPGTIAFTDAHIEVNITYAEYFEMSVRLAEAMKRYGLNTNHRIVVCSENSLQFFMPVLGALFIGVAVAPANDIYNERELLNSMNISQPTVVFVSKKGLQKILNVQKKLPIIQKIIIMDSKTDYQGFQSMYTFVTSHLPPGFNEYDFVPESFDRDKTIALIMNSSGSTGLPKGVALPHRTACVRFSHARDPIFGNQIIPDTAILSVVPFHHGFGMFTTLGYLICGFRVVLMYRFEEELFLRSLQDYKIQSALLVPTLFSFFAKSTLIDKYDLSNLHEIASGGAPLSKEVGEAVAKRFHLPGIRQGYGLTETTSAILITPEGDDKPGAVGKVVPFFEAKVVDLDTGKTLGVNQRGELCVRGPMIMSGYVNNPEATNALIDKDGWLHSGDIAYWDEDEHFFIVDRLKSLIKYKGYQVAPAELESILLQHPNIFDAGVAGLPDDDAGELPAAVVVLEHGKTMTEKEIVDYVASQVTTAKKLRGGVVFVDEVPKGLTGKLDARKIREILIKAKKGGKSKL
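System: Luciferase/luciferin detection reagent, cell-free biochemical luciferase assay | Medium: PBS buffer for ATP | Dosing: Test compounds dosed from 2 mM stocks in 100% DMSO | Timing: 10 min at ambient temperature | Signal: Luminescence measurement of luciferase light output | Evaluation: Luciferase activation, seen as luminescence increase over controls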
FLuc inh counter: firefly luciferase enzyme inhibitors, primary screen, artefact control for luciferase-based inhibitor screens, biochemical, luminescence, ATPLite. 1.5% of 200,000 active. Luciferin 4-monooxygenase (Photinus pyralis), P08659. inhibition, % at 10 µM. 10 min;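 active means inhibition above about 50% when tested at 10 µM, limit read from the data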
APP 5UTR inh: inhibitors of APP translation via 5'UTR reporter, primary screen, APP 5'UTR luciferase, SH-SY5Y cells. SH-SY5Y APP 5'UTR-luciferase reporter, luminescence. inhibition, % at 2 µM. 0.82% of 190,000 active;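 active means inhibition above a set limit, derived from the sample mean plus 3 SD, cut at about 45% in these data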; further: values of inactives mirror those of a sister screen read the other way
RAM inhibit: inhibitors of the yeast RAM network, primary screen, dse1pr::URA3 reporter, 5-FOA selection | S. cerevisiae dse1pr::URA3 reporter, 5-FOA growth OD615, 2 d; analog-sensitive cbk1-as2 kinase mutant strain | inhibition, % at 50 µM | 1.8% of 190,000 active;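 active means inhibition above a set limit, 3 SD over mean compound inhibition, cut at about 8.4% in these data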;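 further: 0% = DMSO-only wells with no growth and 100% = 10 µM 1-NA-PP1 full growth; inhibition rescues growth on 5-FOA so higher OD means more RAM inhibition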
TNAP inh noacc: human TNAP enzyme inhibitors, primary screen, biochemical, luminescent, no phosphate acceptor, uHTS. Alkaline phosphatase, tissue-nonspecific isozyme (Homo sapiens), P05186. purified TNAP, CDP-star luminescence, 30 min. inhibition, % at 20 µM. 0.26% of 200,000 active. AID 1012, 2008;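 active means tissue-nonspecific alkaline phosphatase inhibition above about 50% at 20 µM in the single-dose screen, limit read from the data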;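 further: 0% = DMSO negative control and 100% = EDTA positive control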
Target sequence (P05186 whole entry, looked up): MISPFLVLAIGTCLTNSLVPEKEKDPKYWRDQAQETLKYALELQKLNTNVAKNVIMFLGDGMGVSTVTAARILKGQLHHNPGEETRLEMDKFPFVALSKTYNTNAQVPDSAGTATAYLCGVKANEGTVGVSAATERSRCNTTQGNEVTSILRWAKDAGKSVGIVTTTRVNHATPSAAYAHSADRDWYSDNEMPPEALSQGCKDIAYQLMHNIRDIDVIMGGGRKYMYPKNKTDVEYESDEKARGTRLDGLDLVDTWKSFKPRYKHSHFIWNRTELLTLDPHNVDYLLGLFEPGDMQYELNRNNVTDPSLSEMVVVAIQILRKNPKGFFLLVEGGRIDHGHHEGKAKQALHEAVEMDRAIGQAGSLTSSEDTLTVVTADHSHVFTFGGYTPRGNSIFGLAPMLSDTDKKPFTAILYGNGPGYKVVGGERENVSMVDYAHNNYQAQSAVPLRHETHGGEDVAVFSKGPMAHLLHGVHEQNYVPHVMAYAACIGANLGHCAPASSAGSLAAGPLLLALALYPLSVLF
TNAP inh hiacc: human TNAP enzyme inhibitors, primary screen, biochemical, luminescent, high phosphate acceptor level, uHTS; purified TNAP, CDP-star luminescence, 1 M DEA; inhibition, % at 20 µM; 0.03% of 200,000 active;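 active means over 50% inhibition of tissue-nonspecific alkaline phosphatase at 20 µM in the single-dose screen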;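 further: plate controls were DMSO wells for no effect and EDTA-quenched wells as full inhibition for full effect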
bIAP inhibitor: bovine intestinal alkaline phosphatase inhibitors, primary screen, selectivity assay for TNAP inhibitor project, biochemical, bovine IAP, CDP-star luminescence; purified bovine IAP, 30 min; 190,000 tested, under 10 active; AID 1019, 2008; inhibition, % at 20 µM;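 active means over 50% inhibition of intestinal alkaline phosphatase at 20 µM in the single-dose screen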
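Incubation: 30 min reaction at room temperature / Material: purified bovine intestinal alkaline phosphatase (IAP) enzyme / Input: enzyme at 1/65,000,000 dilution / Dosing: 20 µM single dose / Signal: CDP-star luminescence signal / Reagent: CDP-star chemiluminescent phosphatase substrate, 30 µM final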
bIAP act: bovine intestinal alkaline phosphatase activators, primary screen, biochemical, bovine IAP, CDP-star luminescence. alkaline phosphatase, intestinal [Bos taurus]. purified bovine IAP, 30 min; hits give high values; fold of DMSO-control signal, blank-subtracted. activation factor at 20 µM. 0.17% of 200,000 active. AID 1016, 2008;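 active means activation factor of 2 or more at 20 µM, a signal rise over negative controls twice the positive control's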
TNAP act hi DEA: TNAP activators at high phosphate acceptor level, primary screen, biochemical, luminescence, uHTS | activation factor at 20 µM | 200,000 tested, under 10 active | purified TNAP, CDP-star luminescence, 1 M DEA, 30 min; hits give high values; 0 = EDTA background, 1 = DMSO-only activity;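 active means activation factor at least 2 at 20 µM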
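Measured by: Luminescent substrate turnover signal | Test system: Human TNAP | Input: TNAP 1/800 final | Dosing: 20 µM single point | Schedule: 30 min, room temperature | Controls: EDTA wells as negative control, DMSO wells as positive control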
Lmaj promast: Leishmania major promastigote growth inhibition, primary screen. Leishmania major promastigotes, resazurin fluorescence viability. inhibition, % at 10 µM. 9% of 200,000 active. AID 1063, 2008; in the data active means inhibition above about 50%;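 further: promastigotes grown with compound for 44 hours at 28 °C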
* marks the source's active call; other numbers are inactive results.

SMILES	FLuc stim CS	FLuc inh counter	APP 5UTR inh	RAM inhibit	TNAP inh noacc	TNAP inh hiacc	bIAP inhibitor	bIAP act	TNAP act hi DEA	Lmaj promast
COc1ccc(Cl)cc1CN1CCN(c2nc(C)cc(C)c2C#N)CC1	1.1	-8.1	-2.4	0.3	-11.5	-4.8	-5.1	1.1	1	7.1
O=C(Oc1ccc(OC(=O)c2ccco2)c(S(=O)(=O)c2ccc(Br)cc2)c1)c1ccco1	1	-1.7	-14.2	4.8	-3.7	-0.2	7.2	0.9	1	1.4
COc1cc(C(=O)NCCc2cn3ccccc3n2)cc(OC)c1OC	1	-3.7	-6.2	-0.5	-2.2	-1.9	0.0	1	1	3.4
CC(C)(C)NC(=O)COC(=O)CNC(=O)c1cc(Cl)cc([N+](=O)[O-])c1	1.1	-5.8	1.3	0.9	8.5	1.6	11.0	0.9	1	-4.5
Cc1c(N=Cc2cc(Br)cc(Br)c2O)cccc1C(=O)O	1	-1.3	-2.5	-2.4	-12.0	-3.3	-19.0	1.2	1	8.8
Cc1ccc(NC(=O)COc2cccc3ccc(C)nc23)c(Br)c1	1.1	-7.9	-12.9	1.9	-0.4	-2.0	-8.4	1.1	1	-4.7
O=C(CN1C(=O)CC(c2ccco2)Sc2ccccc21)Nc1ccccc1F (stereo not given)	1.1	-9.9	-20.0	2.0	-5.8	-1.5	8.3	0.9	1	3.1
NC(=O)CSc1nnnn1-c1ccc(OC(F)(F)F)cc1	1	-1.6	-5.7	-1.7	-6.7	-3.4	11.2	0.9	1	-4.9
COC(=O)Cc1c(OC)ccn(CCc2c[nH]c3ccccc23)c1=O	0.6	44.3	-89.6	0.1	-9.5	-7.2	4.4	1	1.1	-4.0
C=CCn1c(COc2ccc(OC)cc2)nnc1SCn1nnc2ccccc2c1=O	1	-1.1	7.8	1.6	-10.7	-2.2	-30.7	1.3	1	-2.5
O=C(Nc1ccc2nc(-c3cccnc3)[nH]c2c1)C1CCCCC1	0.4	63.7*	-28.0	-0.7	-9.6	-1.7	6.8	0.9	1	68.0*
O=C(Nc1ccccc1)N1C(=O)C2(OCCO2)c2ccccc21	1	-4.8	-4.2	-0.9	-8.0	-3.8	7.9	0.9	1	-2.7
COc1ccc(CN=C2NC(=O)CC(C(=O)Nc3ccc(F)cc3)S2)cc1 (stereo not given)	1.1	-6.3	-19.6	2.9	-11.6	-2.6	5.8	0.9	1	-0.2
Cn1c(-c2ccc3c(c2)OCO3)cnc1NCc1ccccc1Cl	0.7	29.4	-60.1	-0.9	-7.2	-2.0	-32.0	1.3	1	96.0*
CN(C)[C@@H]1CCC[C@@H]1OC(=O)C(c1ccccc1)c1ccccc1	1	3.1	5.9	0.5	-17.2	-1.3	-25.8	1.3	1	-2.7

Profiles from above. Order of values: FLuc stim CS	FLuc inh counter	APP 5UTR inh	RAM inhibit	TNAP inh noacc	TNAP inh hiacc	bIAP inhibitor	bIAP act	TNAP act hi DEA	Lmaj promast
Entry for CN(C)[C@@H]1CCC[C@@H]1OC(=O)C(c1ccccc1)c1ccccc1 → 1	3.1	5.9	0.5	-17.2	-1.3	-25.8	1.3	1	-2.7
Entry for COC(=O)Cc1c(OC)ccn(CCc2c[nH]c3ccccc23)c1=O → 0.6	44.3	-89.6	0.1	-9.5	-7.2	4.4	1	1.1	-4.0
Entry for O=C(Oc1ccc(OC(=O)c2ccco2)c(S(=O)(=O)c2ccc(Br)cc2)c1)c1ccco1 → 1	-1.7	-14.2	4.8	-3.7	-0.2	7.2	0.9	1	1.4
Entry for Cc1ccc(NC(=O)COc2cccc3ccc(C)nc23)c(Br)c1 → 1.1	-7.9	-12.9	1.9	-0.4	-2.0	-8.4	1.1	1	-4.7
Entry for O=C(Nc1ccccc1)N1C(=O)C2(OCCO2)c2ccccc21 → 1	-4.8	-4.2	-0.9	-8.0	-3.8	7.9	0.9	1	-2.7

(cont.)
SMILES	FLuc stim CS	FLuc inh counter	APP 5UTR inh	RAM inhibit	TNAP inh noacc	TNAP inh hiacc	bIAP inhibitor	bIAP act	TNAP act hi DEA	Lmaj promast
Cc1cc(C)cc(N(CCC(=O)Nc2nnc(C3CC3)s2)S(=O)(=O)c2ccc(Cl)cc2)c1	1.1	-5.3	-8.9	3.0	15.1	-4.7	9.7	0.9	1	81.6*
Cc1cccc(C(=O)NCc2ccc(S(N)(=O)=O)cc2)c1[N+](=O)[O-]	1	-0.3	-3.7	0.1	-3.7	2.0	15.6	0.8	1	41.5
Cc1nn(CCC(=O)NNC(=S)Nc2cccc(Cl)c2)c(C)c1[N+](=O)[O-]	1.1	-7.6	3.4	0.2	-34.8	-0.3	-2.8	1	1	-3.8
COc1cc(C2C3=C(CC(C)(C)CC3=O)OC(N)=C2[N+](=O)[O-])ccc1O (stereo not given)	1	-4.4	-7.4	1.8	-2.5	-3.6	2.6	1	1	-5.2
COc1cc(SC)ccc1C(=O)Nc1ccc2c(c1)CCN2S(C)(=O)=O	1.1	-5.9	-15.8	5.2	-6.4	0.7	13.4	0.9	1	-2.2
O=C(COC(=O)c1ccccc1Br)NCc1ccccc1	1	-1.5	-14.1	-1.5	0.9	-4.2	-3.4	1	1	59.9*
CCOC(=O)C1CCCN(C(=O)c2cc3ccccc3oc2=O)C1 (stereo not given)	1	-4.9	-1.8	1.5	-3.8	-2.6	6.5	0.9	1	-0.2
Cc1ccc(OCc2nnc(SCC(=O)Nc3sc(C)c(C)c3C#N)n2C)cc1	1	-0.5	5.9	5.8	-8.4	1.5	3.3	1	1	-5.9
C=CCNc1sc(C(=O)c2ccc(C)cc2)c(N)c1C#N	1.1	-13.2	-8.8	1.6	-3.6	-5.7	13.7	0.9	1.1	26.6
CC1=CC(C#N)(C#N)C(C#N)(C#N)C(c2ccccc2)N1 (stereo not given)	1.1	-8.4	-5.8	0.4	-22.1	-7.8	4.3	1	1.1	-4.2
Fc1cccc(Cl)c1Cn1nnc(-c2ccc3c(c2)OCO3)n1	0.9	11.7	-67.7	4.4	-6.4	1.2	47.9	0.5	1	0.4
C/C(N)=C(/C#N)C(=O)CSc1nnnn1-c1ccc(C)cc1	1	0.2	-4.8	3.0	2.5	-0.2	3.4	1	1	6.2
COc1c(C)cc(C(=O)C2CCCN(Cc3c(C)n(C)n(-c4ccccc4)c3=O)C2)cc1C (stereo not given)	1.1	-7.4	-21.8	0.9	3.7	-2.5	-12.4	1.1	1	16.9
Cn1c(CCCCCN)nc2ccccc21	1	-2.8	5.3	1.6	-4.9	-4.2	-34.3	1.3	1	-2.8
O=C(CSCc1ccc(F)cc1)NCc1cccs1	1.1	-6.1	4.6	0.0	-9.3	-4.3	27.4	0.7	1	-5.7
O=C1OC(C(=O)O)Cc2ccccc21 (stereo not given)	1	-2.8	-6.8	-1.1	-8.6	-2.0	6.2	0.9	1	-3.6
Fc1ccc(C2CC(c3ccco3)n3ncnc3N2)cc1 (stereo not given)	1	-4.0	8.7	-0.3	-6.8	-3.7	14.6	0.9	1	-5.6
Cc1ccc(-c2cc(C(F)F)nc(S(C)(=O)=O)n2)cc1	1.1	-7.4	1.4	2.1	-8.3	-2.6	-0.6	1	1	21.5
CCOC(=O)C1CCCN(C(=O)c2cc3c(=O)n(C)c4ccccc4c3n2C)C1 (stereo not given)	1	-4.8	13.7	0.6	-18.2	-5.5	3.4	1	1.1	-2.7
O=C(CC1CCCCC1)N1CCN(c2ccccn2)CC1	1	4.9	-3.6	0.8	-9.7	-2.0	-1.1	1	1	-1.6
CC(=O)OC1CCC2(C)C(COc3ccc4ccc(=O)oc4c3)C(C)(O)CCC2C1(C)C (stereo not given)	1.1	-6.2	-10.8	6.8	-4.4	-4.1	-2.2	1	1	99.3*
Cc1nc(N2CCN(S(=O)(=O)c3ccc(Br)cc3)CC2)c2c(C)c(C)sc2n1	1.1	-5.2	-10.4	1.7	-12.2	-9.8	7.6	0.9	1.1	-5.2
CCOc1ccc(NC(=S)N(CCN2CCOCC2)Cc2cc3cc4c(cc3[nH]c2=O)OCCO4)cc1	1.1	-8.3	-7.5	0.4	-9.7	-6.9	-0.3	1	1.1	24.5
Cc1cc2cc(CCNC(=O)c3c(-c4ccccc4Cl)noc3C)c(=O)[nH]c2cc1C	1.1	-8.8	0.3	4.6	-11.5	-3.9	7.0	0.9	1	-0.9
O=c1cc(O)c2ccccc2n1Cc1ccccc1Cl	1	-1.6	8.9	0.8	-12.9	-5.7	-1.1	1	1.1	-6.5
O=C(c1ccc(COc2ccc3ccccc3c2)o1)N1N=C(C(F)F)CC1(O)C(F)F (stereo not given)	1.1	-5.6	-23.2	5.6	-8.1	1.6	17.3	0.8	1	1.7
Cc1cccc(NC(NC(=O)Cc2ccccc2)C(Cl)(Cl)Cl)c1 (stereo not given)	1.1	-7.7	-2.8	2.1	-8.2	-3.0	8.5	0.9	1	13.8
COC(=O)NNC(=O)c1cccc(C)c1	1.1	-7.2	-0.9	1.6	-11.8	-1.6	4.7	1	1	-0.8
COc1ccccc1C(=O)NCC(=O)Nc1cccnc1	1	-4.0	3.0	1.1	-9.1	-7.9	6.4	0.9	1.1	-3.5
Nc1cc(N)nc(SCC(=O)NCC2CCCO2)n1 (stereo not given)	1	-3.9	-10.5	1.1	-15.1	-5.5	1.0	1	1.1	-6.0
Cc1ccccc1NCC(=O)N/N=C/c1ccc([N+](=O)[O-])cc1	0.9	7.0	8.9	4.5	5.4	6.3	-5.5	1.1	0.9	0.6
COc1ccc(CCN(C(=O)C(F)(F)F)C(C(=O)NC2CCCCC2)c2ccc(C)s2)cc1OC (stereo not given)	1	-4.2	2.5	2.8	-21.1	-5.0	-7.5	1.1	1.1	45.5
Cc1sc2nc(CN3CCCC3)nc(N3CCC(C(N)=O)CC3)c2c1C	1	-4.9	-9.2	0.4	-13.3	-1.8	-17.5	1.2	1	0.4
Cc1cc(Cl)ccc1NC(=S)NCc1ccc(Cl)cc1	1	-0.1	1.7	0.6	-4.1	-0.5	4.2	1	1	11.7
Clc1ccc(Cn2ncc3c(N4CCCC4)ncnc32)cc1	1	2.9	-15.4	0.4	3.4	7.6	-3.6	1	0.9	3.1
Fc1ccccc1NC(=S)NN(Cc1ccccc1)c1ccccc1	1.1	-5.0	-9.0	4.9	-10.1	-4.3	17.4	0.8	1	15.8
COc1ccc(-c2nnc(SCC(=O)O)n2C)cc1OC	1	-3.8	-7.7	2.5	-6.8	-1.7	9.8	0.9	1	-7.4
Cc1cc(C)c2c(CC(=O)O)c(C)[nH]c2c1	1.1	-5.1	-4.1	0.8	-5.3	0.4	2.1	1	1	11.4

Screening data from PubChem.
